# PAD4 FP inh – human PAD4 inhibitors, primary screen, biochemical, fluorescence polarization, 1536-well format; recombinant PAD4, RCA probe fluorescence polarization; inhibition, % at 6.36 µM; 0.41% of 330,000 active; AID 485272, 2010;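 active = percent inhibition above a cutoff equal to the mean of all tested compounds plus 3 SD, cut at about 15% in these data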;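 also: 0% = PAD4 with RCA probe and DMSO and 100% = probe without PAD4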
# PME-1 primary – PME-1 inhibitors via competitive probe labeling, primary screen, biochemical, fluorescence polarization, FP-Rh probe, HTS; Protein phosphatase methylesterase 1 (Homo sapiens), Q9Y570; recombinant PME-1; inhibition, % at 5.9 µM; 0.53% of 320,000 active; AID 2130, 2009;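 active = inhibition above the campaign mean of all compounds plus 3 SD, cut at about 26% in these data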;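 also: competitive labeling of PME-1 active site by serine hydrolase directed probe; 0% = PME-1 with DMSO and 100% = wells lacking PME-1 enzyme; inhibitors block probe labeling so polarization falls and inhibition rises; many of its hits are not listed in these tables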
# pPAFAH FP inh – pPAFAH enzyme inhibitors, primary screen, biochemical, fluorescence polarization, human. Platelet-activating factor acetylhydrolase (Homo sapiens), Q13093. recombinant pPAFAH, FP-rhodamine probe fluorescence polarization. inhibition, % at 3.39 µM. 1.5% of 330,000 active;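 active = inhibition above the mean inhibition across the screen plus 3 SD, cut at about 25% in these data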;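 also: inhibitors block binding of the rhodamine activity-based probe so polarization drops; 0% = enzyme with DMSO and 100% = wells lacking pPAFAH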
# LYPLA2 inh – LYPLA2 inhibitors, primary screen, counter-screen for PME1 inhibitor project, biochemical, fluorescence polarization, FP-Rh probe ABPP; 0.38% of 320,000 active; recombinant LYPLA2; Acyl-protein thioesterase 2 (Homo sapiens), O95372; inhibition, % at 5.9 µM;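 active = inhibition above the screen-wide mean plus 3 SD, limit set per campaign, cut at about 26% in these data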;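 also: 0% = LYPLA2 with DMSO and 100% = wells lacking LYPLA2 enzyme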
# LYPLA1 inh – LYPLA1 inhibitors, primary screen, counter-screen for PME1 inhibitor project, biochemical, fluorescence polarization, FP-Rh probe ABPP; 0.16% of 320,000 active; recombinant LYPLA1; inhibition, % at 5.9 µM;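 active = inhibition above the mean of all tested compounds plus 3 SD, set per campaign, cut at about 14% in these data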;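 also: inhibitors block serine hydrolase probe labeling of LYPLA1 so polarization falls; 0% = enzyme with DMSO and 100% = wells lacking LYPLA1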
# Target sequence (O75608 whole entry, looked up): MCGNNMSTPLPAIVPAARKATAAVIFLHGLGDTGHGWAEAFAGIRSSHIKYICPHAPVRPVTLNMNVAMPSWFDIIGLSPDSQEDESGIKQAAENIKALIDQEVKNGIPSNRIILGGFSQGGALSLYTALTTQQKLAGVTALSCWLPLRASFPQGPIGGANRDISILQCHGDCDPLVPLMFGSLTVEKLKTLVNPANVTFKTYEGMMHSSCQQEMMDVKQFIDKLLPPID
# PAFAH1B2 inh – PAFAH1B2 enzyme inhibitors, primary screen, biochemical, fluorescence polarization, human | inhibition, % at 3.39 µM | AID 492953, 2010 | Platelet-activating factor acetylhydrolase IB subunit alpha2 (Homo sapiens), P68402 | recombinant PAFAH1B2, FP-rhodamine activity probe | 1.2% of 340,000 active;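 active = inhibition above the mean of all tested compounds plus 3 SD, cut at about 24% in these data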;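 also: 0% = enzyme with DMSO and 100% = wells lacking PAFAH1B2; many of its hits are not listed in these tables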
# Target sequence (P68402 whole entry, looked up): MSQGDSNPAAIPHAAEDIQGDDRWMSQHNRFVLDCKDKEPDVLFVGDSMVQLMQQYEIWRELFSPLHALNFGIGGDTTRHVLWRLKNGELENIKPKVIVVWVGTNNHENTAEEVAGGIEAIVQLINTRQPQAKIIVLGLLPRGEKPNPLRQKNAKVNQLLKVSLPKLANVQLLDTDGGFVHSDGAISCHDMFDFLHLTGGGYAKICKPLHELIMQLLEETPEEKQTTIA
# PAFAH1B3 FP inh – PAFAH1B3 enzyme inhibitors, primary screen, biochemical, fluorescence polarization, human; Platelet-activating factor acetylhydrolase IB subunit alpha1 (Homo sapiens), Q15102; recombinant PAFAH1B3, FP-rhodamine probe; inhibition, % at 3.39 µM; 0.28% of 340,000 active;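 active = inhibition above the screen-wide average of all tested compounds plus 3 SD, cut at about 25% in these data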;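 also: 0% = enzyme with DMSO only and 100% = wells lacking PAFAH1B3 protein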
# Target sequence (Q15102 whole entry, looked up): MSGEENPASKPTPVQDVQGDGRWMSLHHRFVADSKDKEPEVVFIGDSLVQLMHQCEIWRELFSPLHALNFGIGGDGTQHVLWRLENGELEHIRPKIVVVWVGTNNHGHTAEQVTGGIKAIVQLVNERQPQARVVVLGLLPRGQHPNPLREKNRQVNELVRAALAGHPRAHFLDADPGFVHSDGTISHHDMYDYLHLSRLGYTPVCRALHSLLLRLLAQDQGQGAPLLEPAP
# GSTO1 inh – inhibitors of recombinant GSTO1, primary screen, counter-screen for RBBP9 inhibitor project, biochemical, fluorescence polarization; Glutathione S-transferase omega-1 (Homo sapiens), P78417; activity-based probe fluorescence polarization; inhibition, % at 5.96 µM; 1.1% of 300,000 active; AID 1974, 2009;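 active = inhibition above the campaign mean inhibition plus 3 SD, cut at about 35% in these data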;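 also: 0% = GSTO1-1 with DMSO and 100% = wells lacking GSTO1-1 enzyme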
# Target sequence (P78417 whole entry, looked up): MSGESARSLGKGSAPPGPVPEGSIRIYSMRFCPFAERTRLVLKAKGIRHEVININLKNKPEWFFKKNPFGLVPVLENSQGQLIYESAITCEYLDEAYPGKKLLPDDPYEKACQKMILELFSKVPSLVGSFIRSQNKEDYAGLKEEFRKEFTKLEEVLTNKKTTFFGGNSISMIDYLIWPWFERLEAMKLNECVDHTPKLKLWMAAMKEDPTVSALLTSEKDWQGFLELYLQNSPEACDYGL
# PAFAH2 FP inh – PAFAH2 enzyme inhibitors, primary screen, biochemical, fluorescence polarization, human; Platelet-activating factor acetylhydrolase 2, cytoplasmic (Homo sapiens), Q99487; recombinant PAFAH2, FP-rhodamine activity probe; inhibition, % at 3.39 µM; 0.99% of 340,000 active;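 active = inhibition above the mean over all tested compounds plus 3 SD, cut at about 30% in these data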;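 also: inhibitors block probe labeling of enzyme so polarization drops; 0% = enzyme with DMSO and 100% = wells lacking PAFAH2 protein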
# The depositor's hits bear a star; . = not tested or not shown.
# The first 2 compounds (preview)
cpd	SMILES	PAD4 FP inh	PME-1 primary	pPAFAH FP inh	LYPLA2 inh	LYPLA1 inh
1	C[C@@]12C(=O)N(CC3CCCO3)CC(=O)N1[C@H]1c3ccccc3OC[C@@H]1[C@@H]2c1ccccc1 (stereo not given in full)	-3	8	2	9	7
2	Clc1ccccc1Cn1nnc(-c2cccs2)n1	2	-1	6	6	-2

cpd	PAFAH1B2 inh	PAFAH1B3 FP inh	GSTO1 inh	PAFAH2 FP inh
1	1	9	.	8
2	8	1	-2	-5

# Results, from the start:
cpd	SMILES	PAD4 FP inh	PME-1 primary	pPAFAH FP inh	LYPLA2 inh	LYPLA1 inh
1	C[C@@]12C(=O)N(CC3CCCO3)CC(=O)N1[C@H]1c3ccccc3OC[C@@H]1[C@@H]2c1ccccc1 (stereo not given in full)	-3	8	2	9	7
2	Clc1ccccc1Cn1nnc(-c2cccs2)n1	2	-1	6	6	-2
3	Cc1ccc(C(=O)N/C(=C/c2ccc(N(C)C)cc2)C(=O)NCC2CCCO2)cc1 (stereo not given)	-5	-1	6	3	-2
4	COc1ccc(-c2noc(CCCC(=O)NCCc3ccccc3)n2)cc1OC	1	0	1	-2	-2
5	CCCCOc1cccc(C(=O)NC(=S)Nc2cccc(NC(=O)c3ccccc3Cl)c2)c1	1	-36	-4	-22	-11
6	CCCn1c(NC(=O)C2CCN(C(=O)c3ccc(F)cc3)CC2)nc2ccccc21	-2	3	0	5	3
7	Cc1[nH]c2ccccc2c1/C=C(\C#N)S(=O)(=O)c1ccccc1	1	2	7	-11	-11
8	CC(=O)c1sc(NC(=O)c2ccccc2C)nc1C	-3	3	6	1	-2
9	CCOc1ccc2[nH]c(=O)c(CN(CCO)C(=O)c3ccc(F)cc3)cc2c1	-4	1	6	7	6
10	COc1cc(/C=C/C(=O)NCC(=O)N2CCC(N(C)CCN3CCOCC3)CC2)ccc1OC(C)C	6	5	4	0	0

cpd	PAFAH1B2 inh	PAFAH1B3 FP inh	GSTO1 inh	PAFAH2 FP inh
1	1	9	.	8
2	8	1	-2	-5
3	3	3	7	1
4	0	-10	3	-2
5	-1	4	4	-53
6	-1	2	3	5
7	2	1	-7	-7
8	2	6	-4	-10
9	5	3	2	4
10	3	9	6	5

# Entries of single compounds, looked up by structure. Values in the order: PAD4 FP inh | PME-1 primary | pPAFAH FP inh | LYPLA2 inh | LYPLA1 inh | PAFAH1B2 inh | PAFAH1B3 FP inh | GSTO1 inh | PAFAH2 FP inh
# Results for Clc1ccccc1Cn1nnc(-c2cccs2)n1 → 2 | -1 | 6 | 6 | -2 | 8 | 1 | -2 | -5
# Results for Cc1ccc(C(=O)N/C(=C/c2ccc(N(C)C)cc2)C(=O)NCC2CCCO2)cc1 (stereo not given) → -5 | -1 | 6 | 3 | -2 | 3 | 3 | 7 | 1
# Results for CC(=O)c1sc(NC(=O)c2ccccc2C)nc1C → -3 | 3 | 6 | 1 | -2 | 2 | 6 | -4 | -10
# Results for CCOc1ccc2[nH]c(=O)c(CN(CCO)C(=O)c3ccc(F)cc3)cc2c1 → -4 | 1 | 6 | 7 | 6 | 5 | 3 | 2 | 4

# More records follow.
cpd	SMILES	PAD4 FP inh	PME-1 primary	pPAFAH FP inh	LYPLA2 inh	LYPLA1 inh
11	COc1ccccc1NC(=S)N/N=C/c1cccc(C)c1	2	9	1	-13	-9
12	CC1(C)C(CO)=CC(=O)C2=C1SCC(=O)N2	1	1	3	2	6
13	Cc1nc2cc(C(=O)O)ccc2n1-c1ccccc1	-1	6	6	-2	0
14	O=C(NC1(C(F)(F)F)N=C2SCCN2C1=O)c1ccccc1F (stereo not given)	-3	1	1	4	-1
15	CCCNC(=O)Cn1cc(S(=O)(=O)N2CCCC2)c(S(=O)(=O)N2CCCC2)c1	5	0	1	-5	-2
16	Cc1c(Cl)cccc1Nc1ncccc1C(=O)OCC(O)CO (stereo not given)	4	-2	1	1	-6
17	N#Cc1ccc(C(=O)N/N=C/c2cn(CC(=O)O)c3ccccc23)c(F)c1	-4	3	-5	-1	-2
18	CCCN1CCN(C(c2cc3cc(OCC)ccc3[nH]c2=O)c2nnnn2C2CCCCC2)CC1 (stereo not given)	-1	7	1	-2	0
19	Cn1c(NCCO)nc2c1c(=O)n(Cc1ccc(F)cc1)c(=O)n2C	4	1	0	4	-3
20	CCCC(=O)Nc1ccc(C(=O)Nc2cc(C(F)(F)F)ccc2Cl)cc1	2	-2	-3	-3	-3

cpd	PAFAH1B2 inh	PAFAH1B3 FP inh	GSTO1 inh	PAFAH2 FP inh
11	-4	11	4	-4
12	1	-3	11	1
13	1	-8	-1	1
14	.	.	4	.
15	-1	2	5	5
16	.	.	-4	.
17	3	9	0	6
18	4	-1	3	-6
19	1	-2	2	-2
20	3	-1	-1	-8

# Just GSTO1 inh and PAD4 FP inh, for some of the entries so far:
no. | smiles | GSTO1 inh | PAD4 FP inh
2 | Clc1ccccc1Cn1nnc(-c2cccs2)n1 | -2 | 2
3 | Cc1ccc(C(=O)N/C(=C/c2ccc(N(C)C)cc2)C(=O)NCC2CCCO2)cc1 (stereo not given) | 7 | -5
4 | COc1ccc(-c2noc(CCCC(=O)NCCc3ccccc3)n2)cc1OC | 3 | 1
5 | CCCCOc1cccc(C(=O)NC(=S)Nc2cccc(NC(=O)c3ccccc3Cl)c2)c1 | 4 | 1
6 | CCCn1c(NC(=O)C2CCN(C(=O)c3ccc(F)cc3)CC2)nc2ccccc21 | 3 | -2
7 | Cc1[nH]c2ccccc2c1/C=C(\C#N)S(=O)(=O)c1ccccc1 | -7 | 1

# Further results follow:
cpd	SMILES	PAD4 FP inh	PME-1 primary	pPAFAH FP inh	LYPLA2 inh	LYPLA1 inh
21	COC(=O)NC1CSCC1OC(=O)c1ccc(Br)cc1 (stereo not given)	1	0	3	-3	-1
22	O=C(c1cccnc1)N1CCN(Cc2ccc3ccccc3c2)CC1	-1	-7	3	6	-2
23	CCOc1cc(C2C(C(=O)OCC(C)C)=C(C)N=C3SCCC(=O)N32)ccc1OC(C)=O (stereo not given)	5	6	3	6	-2
24	Cc1cccc(OCC(O)CN2CCc3ccccc3C2)c1 (stereo not given)	0	-2	-1	-4	-5
25	Cn1nc(C(=O)OCC(=O)Nc2ccccc2[N+](=O)[O-])c2ccccc2c1=O	5	-1	-4	2	-1
26	CC(C)(C)NC(=O)Cn1c(SCC(=O)NC2CC2)nc2ccccc21	6	2	3	0	1
27	O=C(O)C1CCCN1C1=NS(=O)(=O)c2ccccc21 (stereo not given)	1	-1	4	4	-4
28	Brc1ccc(-c2csc(/N=C/N3CCCC3)n2)cc1	-6	5	2	-6	0
29	O=C(c1ccccc1Oc1ccc(C(F)(F)F)cc1[N+](=O)[O-])N1CCOCC1	-3	1	1	-2	0
30	CNC(=S)Nc1ccc(C(N)=O)cc1	2	7	3	3	-2

cpd	PAFAH1B2 inh	PAFAH1B3 FP inh	GSTO1 inh	PAFAH2 FP inh
21	2	-1	14	-4
22	1	4	4	6
23	-2	3	5	-6
24	4	7	3	-2
25	6	11	.	-2
26	7	0	22	-10
27	1	7	4	1
28	0	5	8	-6
29	3	-1	-8	-2
30	-2	3	2	-3

# The list goes on:
cpd	SMILES	PAD4 FP inh	PME-1 primary	pPAFAH FP inh	LYPLA2 inh	LYPLA1 inh
31	COC(=O)c1cc(NS(=O)(=O)c2ccc(C(C)C)cc2)ccc1N1CCOCC1	0	-5	-3	-5	-1
32	CCC(C(=O)OCn1nnc2ccccc2c1=O)c1ccccc1 (stereo not given)	4	-1	4	1	-1
33	CC(=O)N1CCN(C(=O)c2cc(-c3ccc(Cl)s3)nc3ccccc23)CC1	-1	-3	4	-21	-4
34	O=C(Nc1ccc2c(c1)OCCO2)C1CCN(C(=O)c2ccc(Cl)cc2)CC1	-3	-2	2	8	0
35	CC(=O)Nc1nnc(SCC(=O)N2C(C)CCCC2C)s1 (stereo not given)	2	-5	-5	0	-3
36	Cc1ccc(CC(=O)OCCNC(=O)c2cccnc2)cc1	3	2	3	2	3
37	Cc1[nH]c(=S)c(C#N)c(C)c1C(=O)Nc1ccccc1	-5	3	2	-4	0
38	COc1ccc(-c2nn(-c3ccccc3)cc2C(=O)N2CCN(S(=O)(=O)c3cccc(F)c3)CC2)cc1	-2	-2	2	2	-2
39	COc1ccc(-n2c(CN3CCC(C)CC3)nc3ccc([N+](=O)[O-])cc3c2=O)c(OC)c1	-5	0	1	-5	-1
40	COc1ccc(CCC2(C)NC(=O)N(C(C)C(=O)N3c4ccccc4CC3C)C2=O)cc1 (stereo not given)	-1	-3	-3	0	-3

cpd	PAFAH1B2 inh	PAFAH1B3 FP inh	GSTO1 inh	PAFAH2 FP inh
31	-1	9	-1	6
32	8	11	7	-3
33	-3	-1	-6	-2
34	2	-4	6	-5
35	7	5	3	12
36	2	-2	9	1
37	-4	2	0	-6
38	-3	7	34	-1
39	1	3	-8	-6
40	1	6	.	5

# (list continues)
cpd	SMILES	PAD4 FP inh	PME-1 primary	pPAFAH FP inh	LYPLA2 inh	LYPLA1 inh
41	OC1(C(F)(F)F)CC(O)(C(F)(F)F)n2nc(-c3ccccc3)cc2N1 (stereo not given)	3	5	6	8	-1
42	CN(C)CCN(C(=O)c1ccc(S(=O)(=O)N(C)C)cc1)c1nc2cc3c(cc2s1)OCCO3	-1	2	1	-3	0
43	CC(NC(=O)COC(=O)c1cc([N+](=O)[O-])ccc1N1CCOCC1)c1ccccc1 (stereo not given)	0	17	3	1	2
44	COc1ccccc1NC(=O)c1ccc(NC(=O)c2ccco2)cc1	-4	-6	1	2	0
45	COc1ccc(-c2noc(-c3ccc4c(c3)OCO4)n2)cc1	1	7	1	6	3
46	NC(=O)CN(N=Nc1cccc([N+](=O)[O-])c1)c1cccc([N+](=O)[O-])c1	-6	8	8	-4	5
47	COc1ccc(-c2csc3nc[nH]c(=O)c23)cc1	-5	4	7	0	1
48	COc1ccccc1NC(=O)CSc1nnc(Cc2cccn2C)n1CCc1ccccc1	2	1	6	5	-1
49	O=C(Nc1ccc(N2CCCC2)cc1)c1cccc(Cl)c1Cl	0	1	9	-6	-4
50	CCN(CC)S(=O)(=O)c1cc(NC(=O)c2ccc(Br)s2)ccc1C	0	-40	-8	-68	-32
51	Cc1ccc(-c2nc(-c3ccccn3)no2)cc1Cl	-1	-18	-11	-12	-6
52	CCN(C[C@H]1N[C@@](C)(C(=O)OC)[C@H]2C(=O)N(C)C(=O)[C@@H]12)S(=O)(=O)c1ccc(C)cc1	2	.	-1	.	.

cpd	PAFAH1B2 inh	PAFAH1B3 FP inh	GSTO1 inh	PAFAH2 FP inh
41	7	7	-4	6
42	1	5	3	2
43	3	0	7	0
44	6	9	6	-3
45	-1	-2	3	-9
46	1	12	1	-6
47	6	11	3	-5
48	0	4	-7	3
49	-4	0	-1	-6
50	-2	-4	-14	-14
51	2	8	1	9
52	9	6	.	6

# This is a subset (hit frequency here may not be typical).
